Screening results as filed in PubChem BioAssay.
RSV antiviral HEp-2 – RSV antiviral activity via CPE protection, HEp-2 cells, primary 10 µM value included (AID 2391). HEp-2 cells, RSV-induced CPE inhibition; higher % means a stronger effect. CPE inhibition, % at 10 µM; hits with a dose series show IC50 in µM. 310,000 tested, 0.13% active; in the data active = a potency from the dose series; inconclusive = CPE inhibition mostly from about 23% at the one dose, without a potency; inactive = the rest, 99 in 100 with CPE inhibition below about 21%; also: strong numbers were not always called active
AID2073 – inhibitors of Mint1-CaV2.2 protein interaction, biochemical, HTRF (AID 2073). HTRF protein-protein interaction, Mint1-CaV2.2; higher % means a stronger effect. inhibition, % at 20 µM, or IC50 in µM where a hit was titrated. 290,000 tested, 0.19% active; in the data active = inhibition mostly above about 51%, no sharp cut-off; inconclusive = no clear call, values can overlap the other calls; inactive = mostly below about 53%; also: some results filed as inactive read as strong as hits
LYP inhibition – PTPN22 lymphoid phosphatase activity blockers – biochemical, fluorescence intensity, uHTS (AID 1779); inhibition, % at 11.5 µM; hits with a dose series show IC50 in µM; recombinant LYP phosphatase, fluorescence intensity; higher % means a stronger effect; 290,000 tested, 0.054% active; in the data active = inhibition above about 50%;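 also: plate controls were vehicle with enzyme for no effect and no enzyme for full effect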
Autophagy mod – autophagy modulation, high-content screen | MEF GFP-LC3 puncta imaging; test concentration mostly 10 µM | calls only at 10 µM (by protocol) | 190,000 tested, 0.98% active;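 active = percentage of spot-positive cells more than 3 SD above its plate mean, without a fluorescence outlier flag or 80% toxicity; inconclusive = no clear call, values can overlap the other calls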;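 also: spot-positive cell cutoff set from DMSO-treated cells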
WT yeast gro inh – growth inhibition of WT yeast, mitochondrial fusion screen | mitochondrial fusion phenotypic screen, WT strain | inhibition, % at 10 µM | 190,000 tested, 2.1% active | AID 1362; in the data active = inhibition above about 58%; tested in S. cerevisiae
NTR1 ag – agonists of NTR1, primary screen, imaging, U2OS cells, beta-arrestin-GFP, high content (AID 493036) | 330,000 tested, 0.17% active | P30989 | activation, % at 20 µM | NTR1-U2OS beta-arrestin-GFP spot imaging, agonist mode;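 active = activation at or above 40% of the spot to cytoplasm intensity ratio, with at least 20 cells analyzed; inconclusive = wells under 20 cells, flagged as cytotoxic or low count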;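 also: 0% = DMSO without peptide and 100% = 100 nM NTR1 peptide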
Target sequence (P30989 whole entry, looked up): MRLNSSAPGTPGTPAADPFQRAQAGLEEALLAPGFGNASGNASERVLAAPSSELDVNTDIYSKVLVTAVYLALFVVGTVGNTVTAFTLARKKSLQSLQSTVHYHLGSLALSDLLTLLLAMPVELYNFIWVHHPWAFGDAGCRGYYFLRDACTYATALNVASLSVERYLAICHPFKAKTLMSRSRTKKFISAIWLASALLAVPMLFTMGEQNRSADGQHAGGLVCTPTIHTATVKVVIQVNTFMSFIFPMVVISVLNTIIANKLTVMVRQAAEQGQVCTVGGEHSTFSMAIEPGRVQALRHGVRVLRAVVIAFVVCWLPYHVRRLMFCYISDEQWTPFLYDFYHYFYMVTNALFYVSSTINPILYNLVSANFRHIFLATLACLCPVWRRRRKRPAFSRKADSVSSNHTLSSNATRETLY
GPR35 antagonists – inhibition of zaprinast-stimulated GPR35 beta-arrestin translocation – imaging, U2OS, beta-arrestin-GFP, zaprinast agonist, primary screen (AID 2058) | U2OS GPR35 beta-arrestin-GFP translocation imaging, zaprinast antagonism; higher % means a stronger effect | one-dose inhibition, % at 10 µM; IC50 in µM for titrated hits | 290,000 tested, 0.052% active;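 active = inhibition of at least 50% with at least 30 cells and total cytoplasm GFP at most 10,000,000; inconclusive = under 30 cells or total GFP of 10,000,000 plus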
UTI89 phage lysis – inhibition of K1F phage lysis, E. coli UTI89, bacterial capsule biogenesis inhibitors, alamar blue (AID 488966); inhibition, % at 100 µM; hits with a dose series show IC50 in µM; 340,000 tested, 0.02% active; E. coli UTI89 K1F phage lysis, alamar blue, 2 h; higher % means a stronger effect;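 active = phage lysis inhibition, versus mean bacterial control, above a set limit; inconclusive = no clear call, values can overlap the other calls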;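 also: capsule biogenesis inhibitors block K1F phage lysis so surviving cells raise fluorescence; higher fluorescence means more inhibition of phage lysis; actives were called in the ten point dose series up to 300 µM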
NS5 inhibitors – Dengue-2 NS5 methyltransferase inhibitors, primary screen, biochemical, confirmation dose response (AID 588689). 340,000 tested, 0.3% active. Dengue-2 NS5 methyltransferase capping enzyme assay, biochemical; higher % means a stronger effect. one-dose inhibition, % at 25 µM; IC50 in µM for titrated hits; in the data active = a potency from the dose series; inconclusive = inhibition above about 29% without an active follow-up result
WT yeast gro inh mutant strain – second read-out of WT yeast gro inh, no call of its own (marks repeat the call); inhibition, %; mitochondrial fusion phenotypic screen, mutant strain inhibition
Autophagy mod cell loss 18 h – also measured in Autophagy mod; calls as there; toxicity, %; measured here: cell loss, nuclei count;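 cell loss after 18 h compound exposure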
NTR1 ag cell count 20 µM – second read-out of NTR1 ag, no call of its own (marks repeat the call); cell count; measured here: cell count, cytotoxicity flag
Numbers without * were called inactive; i = inactive; ? = inconclusive; · = no result given; + = active, no number; [ ] = dose if it differs, or a comment. The order is random. About 2.6% of those tested had a hit in this group.

| canonical_smiles | RSV antiviral HEp-2 | AID2073 | LYP inhibition | Autophagy mod | Autophagy mod cell loss 18 h | WT yeast gro inh | WT yeast gro inh mutant strain | NTR1 ag | NTR1 ag cell count 20 µM | GPR35 antagonists | UTI89 phage lysis | NS5 inhibitors |
| --- | --- | --- | --- | --- | --- | --- | --- | --- | --- | --- | --- | --- |
| COC(=O)c1sc2ccccc2c1NC(=O)c1cccs1 | 3.3% | 16% | -4% | i | 6 | 11 | 0 | 2.2 | 43 | -1% | 6.6% | -4% |
| O=C(C(=O)N1CCCC1)c1c[nH]c2ccccc12 | 0.9% | 4% | -6% | · | · | · | · | -0.8 | 98 | 7% | 0.1% | -9% |
| COc1ccc(CNC(=O)CSc2nnc(NC(=O)c3ccccc3F)s2)cc1 | -0.9% | 9% | -13% | · | · | · | · | 1.0 | 58 | 12% | 0.3% | -4% |
| COc1ccc(C/C(=N\O)c2ccc(OC)cc2)cc1 | 0.5% | -1% | -2% | i | -5 | · | · | -0.8 | 97 | -2% | -0.4% | 1% |
| Cc1cc(C)cc(NC(=O)CCn2ccnc2C)c1 | 0.5% | -11% | -6% | i | -30 | -11 | 15 | -0.3 | 51 | 0% | 0.4% | -7% |
| CC(C)(C)c1ccc(NC(=O)Cn2cnc3cc([N+](=O)[O-])ccc3c2=O)cc1 | 4.8% | 34% | -1% | + | -5.2* | 11 | 14 | 2.7 | 82 | 25% | · | · |
| CC(C)(C)c1cc(C(=O)NCCCn2ccnc2)cc(C(C)(C)C)c1 | 2.5% | 12% | -7% | · | · | · | · | 1.9 | 80 | 5% | 1.5%[50 µM] | -2% |
| COc1ccc(N(C)C(=O)CCS(=O)(=O)c2cccc3nonc23)c(OC)c1 | 4.6% | -11% | -6% | i | -12 | 6 | -2 | -1.1 | 96 | 17% | -0.1% | 2% |
| CCNC(=S)N1CCC(c2nc3ccccc3s2)CC1 | 13% | -24% | -1% | i | 2 | 2 | 32 | 2.9 | 55 | 5% | 0.1% | -3% |
| O=C(NNS(=O)(=O)c1ccccc1)c1cccc([N+](=O)[O-])c1 | 0.8% | 6% | -10% | · | · | · | · | 0.8 | 54 | -20% | -0.1% | -8% |
| Cc1c(C(=O)Nc2ccc(S(=O)(=O)Nc3ncccn3)cc2)oc2ccc(Cl)cc12 | 1.2% | 4% | -7% | · | · | · | · | 1.0 | 65 | -8% | 0.0%[50 µM] | 2% |
| N#C/C(=C/c1ccc(OCc2ccc(C(=O)O)cc2)cc1)C(=O)Nc1ccccc1 | 1.0% | 3% | -5% | · | · | · | · | -0.8 | 94 | -2% | 0.1% | -6% |
| CC(C)Cc1nnc(NC(=O)CCC(=O)NCCc2ccc(Cl)cc2)s1 | 2.3% | 0% | -12% | · | · | · | · | 0.5 | 70 | -2% | 0.1% | -10% |
| CCOC(=O)N1CCN(C(=O)c2cc3c(s2)-c2ccc(Cl)cc2S(=O)(=O)C3)CC1 | 1.8% | 9% | 3% | i | 0 | -7 | 14 | 1.4 | 40 | -5% | 0.2% | -15% |
| CCO/C([O-])=N/c1sn[n+](C)c1C | -0.7% | 8% | -3% | · | · | · | · | 0.3 | 50 | -2% | · | · |
| O=C(NCC1CCCO1)C1CC(=O)N(c2ccccc2)C1 (stereo not given) | 1.4% | 0% | -6% | · | · | · | · | -0.3 | 61 | -4% | -0.1% | 21% |
| CC1(C)CN(C(Cc2ccccc2)C(N)=O)C1=O (stereo not given) | 3.1% | 9% | -2% | · | · | · | · | -0.1 | 71 | -4% | 0.2% | 6% |
| Cc1ccc(C(=O)C(C)N(C(=O)c2ccc(Cl)cc2Cl)N2C(=O)CCCC2=O)cc1 (stereo not given) | 0.1% | 7% | 7% | i | 19 | -6 | 15 | 0.7 | 71 | -5% | -4.8% | 1% |
| CCOC(=O)c1c(-n2c(C)cc(C=O)c2C)sc2c1CCCC2 | 0.4% | -1% | 3% | i | 25 | -13 | -7 | 7.8 | 54 | -12% | -2.4% | -5% |
| Cc1cc(Br)c2c(c1)=C(c1sc(N3CCCCCC3)nc1O)C(=O)N=2 | · | 13% | -7% | i | -2 | 0 | -3 | · | · | 3% | -0.1% | 0% |

Part of the list above, field by field:
Cc1cc(C)cc(NC(=O)CCn2ccnc2C)c1
  RSV antiviral HEp-2: 0.5% | AID2073: -11% | LYP inhibition: -6% | Autophagy mod: i | Autophagy mod cell loss 18 h: -30 | WT yeast gro inh: -11 | WT yeast gro inh mutant strain: 15 | NTR1 ag: -0.3 | NTR1 ag cell count 20 µM: 51 | GPR35 antagonists: 0% | UTI89 phage lysis: 0.4% | NS5 inhibitors: -7%
CC(C)(C)c1ccc(NC(=O)Cn2cnc3cc([N+](=O)[O-])ccc3c2=O)cc1
  RSV antiviral HEp-2: 4.8% | AID2073: 34% | LYP inhibition: -1% | Autophagy mod: + | Autophagy mod cell loss 18 h: -5.2* | WT yeast gro inh: 11 | WT yeast gro inh mutant strain: 14 | NTR1 ag: 2.7 | NTR1 ag cell count 20 µM: 82 | GPR35 antagonists: 25% | UTI89 phage lysis: · | NS5 inhibitors: ·

Further compounds follow:
SMILES,RSV antiviral HEp-2,AID2073,LYP inhibition,Autophagy mod,Autophagy mod cell loss 18 h,WT yeast gro inh,WT yeast gro inh mutant strain,NTR1 ag,NTR1 ag cell count 20 µM,GPR35 antagonists,UTI89 phage lysis,NS5 inhibitors
Cc1ccccc1S(=O)Cc1ccc(C(=O)NC2CC2)o1 (stereo not given),0.8%,-8%,-4%,·,·,·,·,0.1,77,1%,0.0%,-5%
Cc1cccc(C)c1OCCNC(=O)c1ccc2ccccc2n1,9.2%,-1%,1%,i,-3,68*,43*,5.1,83,28%,-0.1%,3%
O=C1CCCN1c1ccc(S(=O)(=O)N2CCN(c3ccccc3)CC2)cc1,0.3%,10%,-7%,i,29,-14,-6,1.8,91,3%,0.6%,-2%
Cc1ccc2cc(CN(CCCN(C)C)C(=S)NCc3ccccc3)c(=O)[nH]c2c1C,0.9%,-19%,-8%,i,-15,-16,-17,7.0,47,9%,0.5%,-4%
COc1ccc(/C(C)=N/NC(=O)CNC(=O)c2cccnc2)cc1,-0.1%,-5%,-13%,·,·,·,·,-1.6,91,18%,0.3%,-3%
O=C1CCC(C(=O)N2CCC(O)CC2)CN1CCc1ccc(Cl)cc1 (stereo not given),0.3%,-3%,-8%,·,·,·,·,1.7,69,-4%,-0.1%,2%
O=C(NCc1n[nH]c(=S)n1-c1ccc([N+](=O)[O-])cc1)c1ccc(S(=O)(=O)N2CCOCC2)cc1,1.3%,-9%,-3%,i,5,-4,7,3.2,95,0%,0.3%,12%
CCN1CCCC1CNC(=O)Cn1ncc2c(=O)oc3ccc(C)cc3c21 (stereo not given),2.1%,-2%,4%,·,·,4,21,3.5,48,-2%,1.7%,-1%
COC(=O)c1ccc(OCC2c3cc(OC)c(OC)cc3CCN2C(=O)C2CC2)cc1 (stereo not given),4.0%,7%,-3%,i,13,2,-5,0.0,83,5%,-0.9%,-10%
O=c1[nH]c(SCCN2CCOCC2)nc(O)c1-c1ccccc1,2.6%,5%,1%,·,·,·,·,1.0,57,-8%,2.2%,-2%
CC1(C)CC(=O)C=C(c2ccc(Oc3ccccc3)cc2)C1,1.7%,·,·,·,·,·,·,6.2,57,·,1.1%,-6%
CCOc1ccc(NC(=S)Nc2cccc3ccccc23)cc1,8.7%,-19%,1%,·,·,·,·,0.7,61,-13%,0.2%,-4%
CN1CCCN(C(=O)c2cccc3ccccc23)CC1,0.4%,-2%,-5%,·,·,·,·,-0.5,47,-8%,0.0%,3%
Cc1cc(Br)ccc1SCC(=O)OCC(=O)c1c(N)n(C)c(=O)n(C)c1=O,1.0%,-3%,-7%,·,·,·,·,4.8,59,-7%,-0.1%,1%
CCC1CCCCN1CCCNC(=O)C1CCN(Cc2nc(-c3ccc(Cl)cc3)oc2C)CC1 (stereo not given),4.7%,19%,-11%,·,·,·,·,0.4,62,21%,0.0%,-10%

Retrieved one by one from above, 4 records:
SMILES,RSV antiviral HEp-2,AID2073,LYP inhibition,Autophagy mod,Autophagy mod cell loss 18 h,WT yeast gro inh,WT yeast gro inh mutant strain,NTR1 ag,NTR1 ag cell count 20 µM,GPR35 antagonists,UTI89 phage lysis,NS5 inhibitors
COC(=O)c1ccc(OCC2c3cc(OC)c(OC)cc3CCN2C(=O)C2CC2)cc1 (stereo not given),4.0%,7%,-3%,i,13,2,-5,0.0,83,5%,-0.9%,-10%
O=c1[nH]c(SCCN2CCOCC2)nc(O)c1-c1ccccc1,2.6%,5%,1%,·,·,·,·,1.0,57,-8%,2.2%,-2%
CN1CCCN(C(=O)c2cccc3ccccc23)CC1,0.4%,-2%,-5%,·,·,·,·,-0.5,47,-8%,0.0%,3%
COc1ccc(N(C)C(=O)CCS(=O)(=O)c2cccc3nonc23)c(OC)c1,4.6%,-11%,-6%,i,-12,6,-2,-1.1,96,17%,-0.1%,2%

New compounds follow.
SMILES,RSV antiviral HEp-2,AID2073,LYP inhibition,Autophagy mod,Autophagy mod cell loss 18 h,WT yeast gro inh,WT yeast gro inh mutant strain,NTR1 ag,NTR1 ag cell count 20 µM,GPR35 antagonists,UTI89 phage lysis,NS5 inhibitors
CC(CN1CCCCC1)OC(=O)c1cc2ccccc2o1 (stereo not given),-1.6%,-4%,4%,i,4,·,·,-1.7,38,-3%,0.7%,-3%
CCn1c(SCc2nc(-c3ccccc3)no2)nnc1-c1cccs1,22%,-5%,-6%,i,-3,-11,3,0.8,70,-2%,-0.1%,-3%
O=C1CCC(C(=O)Nc2ccccc2)N1 (stereo not given),1.4%,12%,0%,i,-5,-8,-17,-1.8,82,1%,0.3%,2%
Cc1cc(C(F)(F)Cl)n2ncc(-c3ccccn3)c2n1,19%,-6%,-6%,·,·,·,·,1.4,51,-1%,-0.1%,-3%
Cc1ccc(C2C(C#N)=C(N)SC(N)=C2C#N)c(C)c1,1.2%,26%,-6%,i,18,-18,-8,-2.3,86,-3%,-8.1%,?
COc1ccc(NC(=O)C2CCCN(c3c4c(nc5ncnn35)CCC4)C2)cc1 (stereo not given),3.4%,4%,-7%,i,-4,-16,-13,0.7,94,-10%,2.8%,-6%
O=S1(=O)CCN(Cc2ccc(Cl)cc2)CC1,2.7%,-1%,-9%,i,-4,-1,-7,0.7,71,-5%,-0.2%,5%
CCN(CC)c1ccc(C(=O)N/N=C/c2ccc(OC)cc2OC)cc1,-1.6%,25%,2%,i,2,4,-2,0.6,49,2%,-0.4%,-9%
O=C(CS(=O)(=O)Nc1ccc(F)cc1Cl)Nc1ccc(F)cc1Cl,6.4%,10%,-3%,·,·,·,·,1.5,103,19%,0.0%,-8%
O=S(=O)(NCC1CCCO1)c1cnc(Cl)c(Cl)c1 (stereo not given),1.1%,4%,1%,i,2,-18,-2,3.0,67,8%,0.9%[50 µM],-3%
